# p47phox inh – p47phox/p22phox peptide binding inhibitors, primary screen, biochemical, uHTS, NADPH oxidase regulatory subunit; Neutrophil cytosol factor 1 (Homo sapiens), P14598; hit rate 0.53% among 220,000; AID 1274, 2008; inhibition, % at 24.7 µM; fluorescence polarization, 2 h;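 active = inhibition above about 30%, limit read from the data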;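 also: 0% = p47phox with labelled peptide and 100% = labelled peptide alone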
# BaF3 parental – parental Ba/F3 cell viability inhibition, counter-screen for JAK2V617F inhibitor project, murine pro-B, CellTiter-Glo luminescence; CellTiter-Glo ATP luminescence; inhibition, % at 5.6 µM; hit rate 1.1% among 220,000;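 active = inhibition above a per-campaign cutoff, the mean inhibition of all tested compounds plus 3 SD, cut at about 27% in these data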;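 also: 0% = DMSO wells and 100% = JAK Inhibitor I control wells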
# NPY-Y2 PAM-ag – NPY-Y2 potentiators or agonists, primary screen, cell-based | Neuropeptide Y receptor type 2 (Homo sapiens), P49146 | cells expressing NPY-Y2, potentiator/agonist read-out | activation, % at 3.6 µM | hit rate 0.45% among 220,000; in the data active = activation above about 27%;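 also: cells stimulated with NPY near EC25 plus isoproterenol at EC100; 0% = vehicle plus submaximal agonist and 100% = vehicle plus saturating agonist; some results beyond the cut were filed as inactive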
# S1P4 agonist – S1P4 receptor agonists, primary screen, cell-based; Sphingosine 1-phosphate receptor 4 (Homo sapiens), O95977; activation, % at 4.98 µM; hit rate 0.35% among 220,000; AID 1509, 2009; S1P4-expressing cell line, agonist reporter assay; in the data active = activation above about 11%;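 also: 0% = DMSO vehicle and 100% = reference agonist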
# Target sequence (O95977 whole entry, looked up): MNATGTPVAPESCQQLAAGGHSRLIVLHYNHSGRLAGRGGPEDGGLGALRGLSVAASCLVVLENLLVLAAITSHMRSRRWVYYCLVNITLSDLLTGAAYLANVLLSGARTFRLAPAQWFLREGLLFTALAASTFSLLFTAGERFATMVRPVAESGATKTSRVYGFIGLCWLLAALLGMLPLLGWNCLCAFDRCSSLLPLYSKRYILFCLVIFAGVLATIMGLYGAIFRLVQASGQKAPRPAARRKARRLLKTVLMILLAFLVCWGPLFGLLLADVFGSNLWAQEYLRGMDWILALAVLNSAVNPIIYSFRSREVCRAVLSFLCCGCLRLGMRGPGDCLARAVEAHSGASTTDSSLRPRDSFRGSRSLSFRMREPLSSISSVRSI
# CHOP inhibitor – inhibitors of CHOP promoter induction, primary screen, cell-based, unfolded protein response, luciferase reporter; CHO-K1 CHOP-promoter luciferase, tunicamycin-induced, 15-18 h; inhibition, % at 10 µM; hit rate 3.8% among 220,000; AID 2732, 2010;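 active = compounds that reduced the stress-induced luciferase reporter signal by more than about 70% of percent inhibition, limit read from the data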;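 also: 0% = tunicamycin plus vehicle and 100% = wells without tunicamycin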
# S1P4 antag – S1P4 receptor antagonists, primary screen, cell-based. S1P4-expressing cells, antagonist mode, reporter read-out. hit rate 0.26% among 220,000. inhibition, % at 4.98 µM. Sphingosine 1-phosphate receptor 4 (Homo sapiens), O95977; in the data active = inhibition above about 29%;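 also: 0% = wells stimulated with agonist and 100% = vehicle wells without agonist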
# NPY-Y1 antag – NPY-Y1 receptor antagonists, primary screen, cell-based. Neuropeptide Y receptor type 1 (Homo sapiens), P25929. hit rate 1% among 200,000. HEK293-CNG Y1 cells, membrane potential fluorescence; NPY at EC95, then isoproterenol. inhibition, % at 3.6 µM. AID 1040, 2008;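 active = inhibition above the campaign mean inhibition of all tested compounds plus 3 SD, cut at about 20% in these data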;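 also: 0% = DMSO wells given NPY plus isoproterenol and 100% = isoproterenol alone without NPY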
# Target sequence (P25929 whole entry, looked up): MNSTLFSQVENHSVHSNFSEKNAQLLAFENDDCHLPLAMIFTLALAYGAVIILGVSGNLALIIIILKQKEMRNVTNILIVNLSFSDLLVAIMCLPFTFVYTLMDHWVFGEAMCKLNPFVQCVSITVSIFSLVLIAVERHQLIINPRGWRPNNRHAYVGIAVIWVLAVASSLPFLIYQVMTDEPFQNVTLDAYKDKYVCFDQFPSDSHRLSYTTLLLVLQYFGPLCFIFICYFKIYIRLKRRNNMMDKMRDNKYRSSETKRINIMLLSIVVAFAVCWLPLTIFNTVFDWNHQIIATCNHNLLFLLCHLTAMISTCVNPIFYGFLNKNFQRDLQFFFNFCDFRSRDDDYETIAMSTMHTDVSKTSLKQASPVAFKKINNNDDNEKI
#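 System: HEK293 cells with Y1 receptor plus CNG channel / Probe or stimulus: NPY 25 nM then isoproterenol 1 µM plus Ro 20-1724 25 µM / Compound: one concentration, 3.6 µM, in 0.4% DMSO / Schedule: compound incubation 1 h at room temperature, readout 45 min post-stimulation / Measured by: membrane potential fluorescence / Read-out: % inhibition of NPY effect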
# NPY1 pot ag – NPY-Y1 receptor potentiators or agonists, primary screen, cell-based; NPY-Y1 expressing cells, potentiator/agonist activation; activation, % at 3.6 µM; hit rate 0.37% among 220,000; in the data active = activation above about 33%, passing the limit was not always enough;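 also: cells stimulated with NPY at EC10 then isoproterenol at EC100; 0% = low agonist plus stimulus and 100% = saturating agonist plus stimulus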
# Ba/F3 V617F tox – reduced viability of JAK2V617F-dependent Ba/F3 cells, primary screen, JAK2V617F inhibitor project, cell-based, Ba/F3 EpoR-JAK2V617F, luminescence. ATP luminescence. inhibition, % at 5.6 µM. hit rate 1.1% among 220,000;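 active = inhibition above the campaign mean plus 3 SD over all tested compounds, cut at about 24% in these data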;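 also: cytokine-independent growth of Ba/F3 cells driven by EpoR plus mutant JAK2; 0% = DMSO-treated cells and 100% = JAK inhibitor I control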
# * marks the source's active call; other numbers are inactive results; . = no result given. Hits appear at their usual frequency; 7.1% or so of the library scored in one or more.
Molecule	p47phox inh	BaF3 parental	NPY-Y2 PAM-ag	S1P4 agonist	CHOP inhibitor	S1P4 antag	NPY-Y1 antag	NPY1 pot ag	Ba/F3 V617F tox
C#CCNC(=O)C1=C[C@H](c2csc3ccccc23)[C@@H](CCCO)[C@H](OCC)O1	.	0	7	-0.2	15	7	-3	14	-5
COc1cc2cc(C(=O)O)n(C)c2c(OC)c1OC	60*	5	3	1.7	6	-14	25*	-12	2
S=C(NCC1CCCO1)Nc1ccc(Nc2ccccc2)cc1 (centres undefined)	1	5	-9	-1.5	-6	-26	-3	-11	6
O=C1NC(=S)N/C1=C/C=C/c1ccccc1	-25	-3	10	1.0	4	-4	1	21	-8
CCN(CC)S(=O)(=O)c1ccc(N2CCOCC2)c(NC(=O)CC23CC4CC(CC(Br)(C4)C2)C3)c1	-10	8	-1	-2.2	-12	0	-3	-18	2
OCCCc1nc2n(n1)C(c1cccs1)C=C(c1ccc(Br)cc1)N2 (centres undefined)	-25	5	-28	-0.9	49	1	3	-1	1
Cc1nc2sccc2c(=O)n1N	-3	6	-1	-1.1	-7	8	-5	-5	-3
COc1ccc(CNCCC(c2ccc(OC(C)C)cc2)C(C)C)cc1OC (centres undefined)	-5	4	-13	0.0	52	0	13	-4	0
Cc1ccc(NC(=O)Cc2nnc(SCC(=O)Nc3ccccc3)n2C)cc1	-8	5	14	-0.4	25	-17	2	-8	-3
Nc1nnc(Sc2ncccc2[N+](=O)[O-])s1	2	6	-4	0.7	-12	0	0	9	1
COc1ccc(Nc2nc3[nH]c(=O)cc(O)c3s2)cc1	-19	2	6	3.6	-35	-13	-2	10	-6
O=C(Nc1ccc(-c2cn3ccsc3n2)cc1)C1CC1	-64	5	-10	-0.3	-6	-12	-1	2	2
CC1(C)SC(=Nc2ccccc2)N(S(=O)(=O)c2ccccc2)C1=O	3	2	5	2.4	-12	-3	9	-3	4
COCc1cc(C)nc(N/N=C/c2ccc(Cl)c(Cl)c2)c1C#N	-4	8	5	0.8	10	-3	2	-3	3
COc1ccccc1C(=O)Nc1ccc(S(=O)(=O)Nc2cc(C)nc(C)n2)cc1	-9	6	-2	0.1	-21	-9	1	-26	-1
CC1(C)CC(=O)C(N=Nc2cccc([N+](=O)[O-])c2)=C(O)C1	-3	-2	4	-0.2	-30	-11	.	-1	-3
CSC1=C(C#N)C(C)C2=C(CC(C)(C)CC2=O)N1 (centres undefined)	-3	8	14	2.9	62	-28	-2	13	1
CCC(Oc1ccccc1)C(=O)Nc1ncc([N+](=O)[O-])s1 (centres undefined)	-11	8	-5	0.2	13	-5	10	6	0
CC(C(=O)OCC(=O)c1ccc([N+](=O)[O-])cc1)N1C(=O)C2C3CCC(C3)C2C1=O (centres undefined)	.	1	-19	1.0	19	-8	2	8	-1
Cc1ccc2nc(NC(=O)CSc3nc4c(c(=O)n3C)SC(C)C4)sc2c1 (centres undefined)	-42	5	17	-0.7	48	15	-4	15	5
COC(=O)c1sccc1NS(=O)(=O)c1ccc(OC)cc1	-11	6	31*	-1.8	53	-1	4	-35	-1
Cc1ccsc1/C=C1\Oc2cc(OCC(=O)c3ccccc3)ccc2C1=O	-96	7	-4	-1.3	1	-3	3	13	1
O=C(CS(=O)(=O)c1ccc(Cl)cc1)NCCS(=O)(=O)c1ccc(Cl)cc1	-3	1	9	1.0	-20	-2	3	5	-4
O=C(NCCN1CCOCC1)C1CCC(CNS(=O)(=O)c2ccccc2)CC1 (centres undefined)	4	4	4	0.1	2	-12	1	-13	-5

# p47phox inh, entries above that show a hit
SMILES	p47phox inh	NPY-Y2 PAM-ag	S1P4 agonist	CHOP inhibitor	S1P4 antag	NPY-Y1 antag	NPY1 pot ag
COc1cc2cc(C(=O)O)n(C)c2c(OC)c1OC	60*	3	1.7	6	-14	25*	-12

# (more compounds)
Molecule	p47phox inh	BaF3 parental	NPY-Y2 PAM-ag	S1P4 agonist	CHOP inhibitor	S1P4 antag	NPY-Y1 antag	NPY1 pot ag	Ba/F3 V617F tox
COc1cccc(NC(=O)CN(c2ccc(C)cc2)S(=O)(=O)c2c(C)nn(C)c2C)c1	-10	1	-6	2.2	10	10	-8	19	-1
CCN(CC)CCC(C)OC(=O)c1ccc(O)cc1O (centres undefined)	0	-1	-11	-0.3	13	-3	0	-6	-1
O=C(Nc1nnc(CCN2CCCCC2)s1)c1ccc(Cl)cc1Cl	-4	0	1	0.3	0	5	.	2	-2
COC(=O)/C(=C\c1ccc([N+](=O)[O-])o1)NC(=O)c1ccccc1	-6	9	3	-1.6	-10	1	7	-30	3
CC(=O)c1cccc(NC(=O)Nc2cc3sccc3n2C)c1	-11	-2	1	0.4	-4	-3	3	-11	-4
COc1ccccc1NC(=O)N1CCCC1	-6	4	-5	-2.3	-10	-18	3	-12	5
COc1ccc(CNC(=O)CCCn2c(SCC#N)nc3cc4c(cc3c2=O)OCO4)cc1	-8	0	-2	1.1	11	-15	4	-14	0
CC1(C)CC(=O)C=C(NCc2ccncc2)C1	6	5	-14	1.2	37	10	7	-18	3
Cc1ccc(NC(=O)c2cc(N3C(=O)C4CC=CCC4C3=O)ccc2N2CCOCC2)cc1Cl (centres undefined)	-4	-3	-6	0.3	-4	2	4	-18	-3
CC[C@H](C)[C@H](NC(N)=O)C(=O)NCCc1ccc(OC)c(OC)c1	11	6	0	-3.5	3	7	0	17	2
OCCN(CC#CCn1c2ccccc2c2ccccc21)CCO	-6	0	-1	1.2	2	15	.	10	-2
CCOc1ccc(OCCOCCn2ccnc2)cc1	5	10	-11	0.2	-1	3	-2	-5	5
CCCCCc1nnc(NC(=O)Cc2cccs2)s1	-37	3	4	-1.7	68	-6	-3	5	0
CC1=C(C(=O)Nc2cccc(C)c2C)C(c2cccs2)NC(=S)N1 (centres undefined)	1	1	1	2.5	11	-13	5	4	-3
CN(C1CCCCC1)S(=O)(=O)c1ccc(C(=O)O)cc1	-21	5	-2	0.6	-11	-28	6	-16	-2
NNC(=O)C(=O)NCCCN1CCOCC1	-5	2	-10	-1.4	0	10	7	-1	-3
Cc1ccc(SCCNC(=O)CN2C(=O)c3ccccc3S2(=O)=O)cc1	-171	3	0	0.9	-22	-3	0	-5	3
CCOC(=O)c1cnn(-c2c(Cc3ccccc3)c(C)nc3c(-c4ccccc4)c(C)nn23)c1N	-4	4	-4	0.0	69	-6	0	-5	0
COc1ccc(C(C(=O)NC(C)(C)C)N(Cc2ccccc2)C(=O)CCC(=O)Nc2cc(C)on2)cc1 (centres undefined)	-14	-2	-1	-0.1	2	4	-4	3	-3
O=C1c2cccnc2Nc2ccccc2N1CCCF	6	5	6	3.5	25	-14	-1	-10	-3
COc1cccc(C(=O)Nc2ccc(S(=O)(=O)Nc3cc(C)nc(C)n3)cc2)c1	2	1	-9	-0.6	-8	5	3	-3	0
COc1ccc(N(C(=O)c2ccc(Br)o2)C2C=CS(=O)(=O)C2)cc1 (centres undefined)	-7	1	-1	0.2	4	-13	-7	5	-3
Cc1nc2ccccc2c2nc(NC(=O)Cc3ccccc3)nn12	-6	2	8	-0.2	46	-8	1	-13	0
CCNC(=O)/C(C#N)=C/c1c(N2CCN(Cc3ccc4c(c3)OCO4)CC2)nc2c(C)cccn2c1=O	-6	7	-2	2.1	31	-5	7	-18	3
CCOc1cc(N2CCOCC2)c(OCC)cc1NC(=O)COC(=O)[C@@H]1CCCN1S(=O)(=O)c1ccccc1F	4	5	11	4.1	2	-12	3	13	-1
COc1ccc(NC(=O)COC(=O)c2c(-c3ccccc3)noc2C)cc1	-8	6	-1	-2.0	16	-9	2	10	1
COC(=O)C1=C(C)NC(=O)NC1c1ccc(OCC(=O)N2CCCCC2)cc1 (centres undefined)	-19	8	-11	-1.2	43	12	-3	-11	2
COc1ccc(C2C3=C(Nc4ncnn42)c2ccccc2CCC3)cc1 (centres undefined)	.	-1	-16	3.0	.	-5	2	-16	-2
COc1ccc(-c2c(C)nn3c(N4CCC(C(=O)NCCN(C)C)CC4)cc(C)nc23)cc1OC	-1	3	3	0.6	51	-14	-2	13	0
COc1ccc(N=Cc2c(O)c3ccccc3oc2=O)cc1	-174	4	6	-0.1	-142	-13	-1	-19	-1
Cc1ccc2c(c1)c(C)c(C)n2CC(O)Cn1nc(C)c(Br)c1C (centres undefined)	-48	4	16	1.8	86*	-30	-2	8	-2
CCN(CCCCCCN)c1ccc2c(=O)[nH][nH]c(=O)c2c1	-9	1	-5	0.2	-2	-8	2	-9	-2
Cc1nc(N2CCOCC2)c(C#N)c2c1COC(C)(C)C2	-6	1	-6	1.9	33	-11	2	16	-1
Fc1ccc(-c2cc(C(F)(F)F)nc(-n3cc(Cl)cn3)n2)cc1	0	3	-8	1.2	60	-7	15	14	-2
O=C(O)CCSc1nc2ccccc2c(=O)[nH]1	-4	4	-2	-0.5	48	-7	17	-20	4
COc1cc(OC)cc(/C(N)=N/O)c1	-8	3	3	-1.2	23	1	.	3	-7

# Random excerpt: 3 records from the list
Molecule	p47phox inh	BaF3 parental	NPY-Y2 PAM-ag	S1P4 agonist	CHOP inhibitor	S1P4 antag	NPY-Y1 antag	NPY1 pot ag	Ba/F3 V617F tox
Cc1ccc2c(c1)c(C)c(C)n2CC(O)Cn1nc(C)c(Br)c1C (centres undefined)	-48	4	16	1.8	86*	-30	-2	8	-2
CCN(CCCCCCN)c1ccc2c(=O)[nH][nH]c(=O)c2c1	-9	1	-5	0.2	-2	-8	2	-9	-2
COC(=O)C1=C(C)NC(=O)NC1c1ccc(OCC(=O)N2CCCCC2)cc1 (centres undefined)	-19	8	-11	-1.2	43	12	-3	-11	2

# Further compounds:
Molecule	p47phox inh	BaF3 parental	NPY-Y2 PAM-ag	S1P4 agonist	CHOP inhibitor	S1P4 antag	NPY-Y1 antag	NPY1 pot ag	Ba/F3 V617F tox
Cn1c(C(=O)NC2CCCCC2)cc2sccc21	-10	7	-10	-0.1	35	-13	12	-15	5
CC1CC(=O)NN=C1c1ccc(N(C)C)c([N+](=O)[O-])c1 (centres undefined)	-11	3	-43	0.8	-32	-8	78*	-88	0
COc1ccc(NC(=O)N2CC(C)OC(C)C2)cc1OC (centres undefined)	-5	3	-3	3.9	-19	1	3	8	-4
C=CCSC1=NN2CCS(=O)(=O)N=C2S1	5	3	2	1.6	13	-6	-3	5	-3
Clc1ccc(Sc2cc(Cl)c(-c3ccccc3)nn2)cc1	-21	-2	-18	-1.8	48	4	9	-19	-1
C=CCNC(=O)/C(C#N)=C/c1cn(-c2ccccc2)nc1-c1ccc(OC)c([N+](=O)[O-])c1	11	2	4	2.9	-21	-16	1	-7	-1
COc1ccc(C(=O)c2c(C)oc3ccc(O)c(CN4CCOCC4)c23)cc1	2	3	2	0.2	38	6	-2	-4	-2
